Anesthetic bind: candidate novel general anesthetic via apoferritin binding; P02791; AID 485281; apoferritin/1-aminoanthracene competitive binding, fluorescence; Potency, µM (top dose mostly 77.5 µM), inactives show top-dose activity change, negative = displacement, most hits filed as inhibitors; 0.074% of 350,000 active; further: potency means the concentration at half of the fitted maximal effect; on the % scale 0 is the no-effect control and ±100 the full control effect; nearly all actives have a fitted effect of over 20% in size
Target sequence (P02791 2-175 limits assumed): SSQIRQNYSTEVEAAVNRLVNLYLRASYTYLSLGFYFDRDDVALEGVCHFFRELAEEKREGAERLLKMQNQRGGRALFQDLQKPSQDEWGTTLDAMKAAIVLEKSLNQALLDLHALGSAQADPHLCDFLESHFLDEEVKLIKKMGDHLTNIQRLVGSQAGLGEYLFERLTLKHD
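Steps: apoferritin (10 uM) was premixed with half-saturated 1-AMA in PBS, compounds were pin-transferred, plates stood 10 min at room temperature, fluorescence was read at 380/535 nm, and curves were fitted with a Hill equation.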
RXFP1 antag: RXFP1 (human) relaxin receptor antagonism. Q9HBX9. HEK293-RXFP1, relaxin-stimulated cAMP HTRF, 30 min; active compounds read low. activity change, negative = inhibition, % at 57.5 µM. 0.59% of 350,000 active. AID 1259400;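 active means activity change of -60% or lower, but not beyond a set lower limit; inconclusive means change between -60% and -40%, or beyond the set limit; inactive means change above -40%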; further: on the % scale 0 is the no-effect control and ±100 the full control effect
Target sequence (Q9HBX9 whole entry, looked up): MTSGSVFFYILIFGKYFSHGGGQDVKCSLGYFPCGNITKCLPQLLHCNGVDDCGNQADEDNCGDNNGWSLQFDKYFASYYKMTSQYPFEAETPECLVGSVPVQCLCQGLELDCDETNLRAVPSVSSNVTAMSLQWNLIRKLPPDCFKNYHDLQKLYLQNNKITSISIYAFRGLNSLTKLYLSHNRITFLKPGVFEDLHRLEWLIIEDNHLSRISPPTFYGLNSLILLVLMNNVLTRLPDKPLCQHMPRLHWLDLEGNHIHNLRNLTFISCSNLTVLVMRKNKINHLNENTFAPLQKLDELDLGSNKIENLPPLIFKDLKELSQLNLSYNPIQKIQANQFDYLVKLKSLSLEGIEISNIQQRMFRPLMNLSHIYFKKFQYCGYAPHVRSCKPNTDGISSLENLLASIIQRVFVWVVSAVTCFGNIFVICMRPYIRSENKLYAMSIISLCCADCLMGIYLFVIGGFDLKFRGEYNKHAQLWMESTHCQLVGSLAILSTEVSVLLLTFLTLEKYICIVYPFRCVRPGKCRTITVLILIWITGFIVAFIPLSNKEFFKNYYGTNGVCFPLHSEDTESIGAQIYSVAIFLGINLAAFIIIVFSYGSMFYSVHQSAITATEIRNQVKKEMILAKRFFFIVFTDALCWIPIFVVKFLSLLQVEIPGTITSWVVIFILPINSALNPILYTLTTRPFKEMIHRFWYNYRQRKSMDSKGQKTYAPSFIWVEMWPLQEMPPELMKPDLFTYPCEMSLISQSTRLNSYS
D2 potentiator: positively modulates the human D2 dopamine receptor allosterically | AID 485347 | HEK293 T-REx D2, calcium flux, EC20 dopamine potentiation | P14416 | 0.34% of 340,000 active | potentiation, % at 10 µM;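 active means potentiation over 3 SD above the plate norm, cut at about 30% in these data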; further: 0% is about no effect
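Potentiation of an EC20 dopamine calcium response is measured in a force-coupled, tetracycline-inducible Hek293 Trex D2 line. Compound-only kinetic reads over 180 s flag agonists before dopamine addition.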
D1 antag: blocks dopamine activation of the human D1 receptor; P21728; HEK293 TREx D1 cells, calcium flux, dopamine EC80; active compounds read low; activity change, negative = inhibition, % at 10 µM; 3.2% of 360,000 active; in the data active means activity change below about -30%; further: on the % scale 0 is the no-effect control and ±100 the full control effect
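Calcium flux readout: force-coupled, inducible Hek293 Trex D1 line, cells induced overnight at 30 C with tetracycline, dye-loaded 30–90 min at RT. Antagonism scored against EC80 dopamine challenge given 180 s after compound.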
RXFP1 ag: activates the human relaxin receptor RXFP1. Q9HBX9. HEK293T-RXFP1 cAMP TR-FRET, 30 min; response scale: percent of porcine relaxin response, buffer zero. Potency, µM (titrated, usually from 57.5 µM), for inactives: at the highest dose activation, usual class: activators. 0.3% of 370,000 active; further: potency means the concentration at half of the fitted maximal effect; on the % scale 0 is the no-effect control and ±100 the full control effect; nearly all actives have a fitted effect of over 60% in size; many of its hits are not listed in these tables
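HEK293 cells stably expressing RXFP1, treated 30 min at 37C with compounds plus PDE4 inhibitor Ro 20174; cAMP measured by HTRF TR-FRET. Normalized to buffer and 29 nM porcine relaxin; EC50 by Hill fit.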
D1 PAM: human D1 dopamine receptor positive modulation | HEK293 TREx D1 cells, calcium flux, dopamine EC20 potentiation | potentiation, % at 10 µM | 0.036% of 360,000 active | AID 504651; in the data active means potentiation above about 30%; further: 0% is about no effect
TRHR enhancer: TRH receptor (human) allosteric enhancement | P34981 | TRHR cells, fluo-8 calcium fluorescence, EC20 TRH enhancement | enhancement, % at 2 µM | 0.66% of 360,000 active; in the data active means enhancement above about 30%; further: 0% is about no effect
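TRHR-expressing cells loaded with fluo-8 calcium dye were read kinetically (ex 480/em 530) during compound addition, then stimulated with an EC20 of TRH (10 nM final). Enhancement of the Gq-mediated intracellular calcium response was scored.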
TRHR agonist: TRH receptor (human) agonism | P34981 | activation, % at 2 µM | TRHR cells, calcium flux fluo-8, FDSS agonist mode | 0.18% of 360,000 active; in the data active means activation above about 30%; further: 0% is about no effect
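TRHR-expressing cells loaded with fluo-8 calcium dye; 23 nL library compound pin-transferred, kinetic FDSS fluorescence (Ex 480/Em 530) recorded about 180 s for agonist-induced calcium release, before a 10 nM TRH EC20 addition for potentiator mode.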
D1 agonist: activates the human D1 dopamine receptor | P21728 | HEK293 T-REx D1 cells, calcium flux, agonist mode | activation, % at 2 µM | 1% of 360,000 active; in the data active means activation above about 30%; further: 0% is about no effect
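Inducible HEK293 T-REx D1 cells, force-coupled to calcium signalling, were plated at 4000 cells/well with tetracycline and held overnight at 30 C. After no-wash calcium dye loading, compound-evoked calcium rise over 180 s flagged agonists.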
* hit, by the source's call; u = inconclusive; x = no result given; [ ] = remark or other dose. Unless noted, the call rests on the fitted dose curve; in most records, active means well fitted curve in the direction sought with a large enough effect; inconclusive means small, poorly fitted or top-dose-only effect, or another doubt; inactive means no such curve, though single readings can be large; an effect the other way counts as inactive or inconclusive. An excerpt; count on the stated rates, not on these rows.

SMILES	Anesthetic bind	RXFP1 antag	D2 potentiator	D1 antag	RXFP1 ag	D1 PAM	TRHR enhancer	TRHR agonist	D1 agonist
Cc1onc(-c2ccccc2)c1C(=O)N/N=C/c1cc(Br)c(Br)o1	-21%	-17	-1	3	-1.0%	-2	-5	0.2	8
CN1CCN(Cc2nc3ccccc3c(=O)n2Cc2nc(-c3ccc([N+](=O)[O-])cc3)cs2)CC1	-7%	-26	-4	13	3.2%	2	9	0.0	4
CN1CCN(S(=O)(=O)c2cccc(C(=O)NCc3ccccc3Cl)c2)CC1	-10%	-13	8	-22	-0.4%	-2	-6	0.1	3
O=S(=O)(Nc1ccccc1F)c1ccc2nsnc2c1	-21%	7	2	7	1.2%	-4	3	-0.1	3
CCn1cc(C(=O)NCCc2ccc(Cl)cc2)c(=O)c2cc(S(=O)(=O)N3CCCCCC3)ccc21	6%	x	4	7	5.1%	-1	0	0.1	2
CC1CCCCN1S(=O)(=O)c1ccc(S(=O)(=O)N(CC(=O)Nc2ccccc2)Cc2cccs2)cc1 (stereo unspecified)	-1%	-1	7	13	-0.9%	-7	-2	1.0	2
CCCCN(C(=O)CSc1nnc(-c2ccccc2OC)n1C)c1c(N)n(Cc2ccccc2)c(=O)[nH]c1=O	-10%	-3	6	13	0.8%	-2	-3	0.3	2
C/C(Cl)=C\Cn1c(O)c(N=O)c2ccccc21	u	-1	-1	-4	-3.4%	-2	-3	-1.4	14
CCOC(=O)CC(=O)CSc1ncnc2c1nnn2-c1ccc(OC)cc1	-17%	-17	-1	5	3.6%	0	8	1.1	1
CN(C(=O)Cn1nnc(-c2ccccc2)n1)C1CCS(=O)(=O)C1 (stereo unspecified)	x	-6	-8	9	0.5%	0	4	0.3	1
CN(C)CCNC(=O)c1ccc(Cn2c(=O)c3cccn3c3cccnc32)cc1	4%	-3	-7	17	4.3%	3	6	1.0	2
Clc1ccccc1CN1CCN(CCCc2ccccc2)CC1	-1%	-14	-25	-19	0.9%	-8	-4	-2.8	3
CN=C1CC(SC)=C1c1ccc(C)cc1	3%	5	7	1	-0.1%	3	21	-0.3	0
Cc1cccc(C(=O)Nc2ccc3oc(-c4ccncc4)nc3c2)c1	-10%	-6	10	-23	8.8%	-1	-2	1.1	5
Cc1cc(C)n(-c2nc3ccccc3[nH]c2=O)n1	-13%	7	23	29	2.1%	-7	3	-0.7	-1
O=C(CSc1ccccn1)Nc1ccc2[nH]c(=O)[nH]c2c1	x	0	-11	0	0.5%	6	4	0.7	1
O=C(c1c[nH]c(C(=O)C(Cl)(Cl)Cl)c1)c1ccc(F)cc1F	-10%	11	12	19	-0.4%	4	6	-0.5	5
Cc1ccc(NC(=O)/C(=C\c2ccccc2)NC(=O)c2ccco2)cc1	3%	-11	-12	-17	0.4%	-6	-2	0.2	2
CCOC(=O)C1CCN(C(=O)Cn2cnc3sc(C)c(S(=O)(=O)N4CCC(C)CC4)c3c2=O)CC1	6%	-13	-2	4	-0.2%	11	5	0.4	1
Cc1cc(C)n(-c2nc(C(=O)O)cs2)n1	-2%	-10	2	-3	2.2%	-2	-2	0.6	1
C#CCNC(=O)C1=C[C@@H](c2ccc(C(F)(F)F)cc2)[C@H](CCCO)[C@@H](OCC)O1	-7%	x	3	20	0.5%	-3	-3	-0.2	-3
O=C1CC(Cc2ccccc2)C(=O)N1CCCn1ccnc1 (stereo unspecified)	0%	x	15	-9	3.8%	8	-4	-0.1	3
COc1ccccc1NC(=O)CSc1nnc(-c2ccoc2C)n1C	-4%	15	16	-1	-2.3%	8	-5	0.7	-1
O=Cc1ccc(N2Cc3ccccc3C2)cc1	-14%	-2	2	7	6.3%	-9	-4	-1.6	0
CN(C(=O)COc1ccc(S(=O)(=O)N2CCOCC2)cc1[N+](=O)[O-])C1CCS(=O)(=O)C1 (stereo unspecified)	4%	-13	5	7	2.3%	-2	3	0.4	3
Cn1cnc(S(=O)(=O)Nc2ccccc2N2CCOCC2)c1	3%	-11	-6	-11	-1.0%	-2	0	0.0	1
O=C(Nc1cccc2ccccc12)c1onc2c1CCCC2	u	-29	-9	x	0.1%	-1	8	-0.5	2
COCCCNC(=S)N/N=C/c1ccccc1O	48%[activator]	-5	-5	-19	1.3%	-6	2	0.2	3
CCN1CCN(C(=O)c2ccc3c(c2)N(Cc2cc(C)ccc2C)C(=O)c2ccccc2S3(=O)=O)CC1	-21%	-6	-21	1	-2.9%	-3	2	-0.1	0
COc1cccc(/C=N/c2sc(Cc3ccccc3)c(C)c2C(N)=O)c1O	-17%	x	-1	-5	5.0%	4	1	-0.6	5
CCCCn1c(N)c(N(CC(C)C)C(=O)CCNC(=O)c2ccc(Cl)cc2)c(=O)[nH]c1=O	x	-5	-7	-18	2.5%	-1	-1	-0.5	3
Cc1cc(C)c2nc(NNC(=O)c3ccc(S(=O)(=O)N4CC(C)CC(C)C4)cc3)sc2c1 (stereo unspecified)	u	9	2	17	2.5%	-8	-4	0.3	-3
CC(NC(=O)CN1c2cccc3cccc(c23)S1(=O)=O)c1ccc(S(N)(=O)=O)cc1 (stereo unspecified)	x	1	-10	3	0.3%	2	3	-0.5	-2
Fc1ccc([C@@H]2Nc3ccccc3[C@@H]3C=CC[C@@H]32)cc1	u	-4	4	0	4.9%	0	0	-0.4	3
Clc1nc(-c2ccccn2)nc2scc(-c3ccccc3)c12	-2%	x	15	-16	-0.8%	-6	40*	-0.2	17
CCc1ccc(S(=O)(=O)Nc2c(C)nc3nc[nH]n3c2=O)cc1	75%[activator]	4	23	-11	1.8%	-12	-7	1.4	1
Clc1ccc2[nH]c3c(NCCCN4CCOCC4)ncnc3c2c1	-9%	3	-2	-14	-1.2%	-6	1	0.1	1
Cc1ccc(NC(=O)COC(=O)CN2CSCC2=O)cc1C	-11%	4	-7	-19	0.4%	1	-9	0.5	0
Cc1cc(O)c(CN2CCN(S(=O)(=O)c3cccs3)CC2)cc1C(C)C	x	-5	-9	-8	3.1%	-1	1	-0.1	5
CC(=O)c1cccc(NC(=S)NCc2ccco2)c1	-21%	-8	2	-3	0.5%	0	0	0.5	3
Cc1cc(C)cc(NC(=O)C2CCCC2)c1	u	4	11	2	-0.2%	-1	3	-1.5	3
COc1cccc(NC(=O)Nc2cc(C)on2)c1	-2%	4	-5	-7	-0.2%	4	12	0.8	1
O=C(O)/C=C/C(=O)N(Cc1ccc2c(c1)OCO2)C1CC(=O)N(CCc2ccccc2)C1=O (stereo unspecified)	-2%	7	9	11	1.1%	8	-2	0.2	4
Cc1cc(Cl)ccc1OCC(=O)N1CCCCC1	-8%	-6	x	-8	0.8%	-2	5	1.2	2
COc1ccccc1Oc1cc(-n2nc(C)cc2C)ncn1	-3%	-11	13	-11	1.5%	1	2	0.0	4
COc1ccccc1NC(=O)CN1C(=O)NC(CC(C)C)C1=O (stereo unspecified)	u	1	11	-14	0.7%	-1	8	0.4	4
Nc1ccc(Sc2nc3ccccc3[nH]2)cc1	-15%	-1	9	-20	-0.3%	0	-6	0.0	1
CCOC(=O)c1c(N)sc(C(=O)Nc2ccccc2)c1C	-6%	1	-8	-18	-1.8%	-3	0	-0.7	0
CCN1CCN(C(=O)c2cc3c(-c4ccc(Cl)cc4)nn(C)c3s2)CC1	u	x	-25	0	1.9%	-3	9	1.5	4
Cc1cc(NC(=O)Nc2cccc(C(F)(F)F)c2)no1	-21%	-2	-23	-15	0.3%	-6	-6	2.9	10
CCS(=O)(=O)Nc1ccc(C(=O)CC2(O)C(=O)Nc3ccccc32)cc1 (stereo unspecified)	3%	6	-3	-7	0.2%	1	-2	1.6	2
COCc1ccc(CN2CCCC(CO)(Cc3ccccc3)C2)o1 (stereo unspecified)	-9%	7	-4	-7	3.1%	-6	-11	0.0	3
CCOC(=O)c1[nH]c2ccc(OCC)cc2c1NC(=O)CN1CCC2(CC1)OCCO2	3%	12	-12	11	7.3%	-6	-2	-0.6	1
Cc1ccc(C(=O)C2CCN(C(=O)c3ccc(C)cc3)CC2)cc1	-11%	6	12	-20	0.0%	-4	-22	-1.3	4
Cc1ccnc(SCc2cc(=O)c(OC(=O)c3ccco3)co2)n1	4%	2	13	1	0.3%	-9	-3	0.6	1

13 entries out of the list, arranged by formula weight, ascending.
SMILES	Anesthetic bind	RXFP1 antag	D2 potentiator	D1 antag	RXFP1 ag	D1 PAM	TRHR enhancer	TRHR agonist	D1 agonist
Cc1cc(C)cc(NC(=O)C2CCCC2)c1	u	4	11	2	-0.2%	-1	3	-1.5	3
Nc1ccc(Sc2nc3ccccc3[nH]2)cc1	-15%	-1	9	-20	-0.3%	0	-6	0.0	1
COc1cccc(NC(=O)Nc2cc(C)on2)c1	-2%	4	-5	-7	-0.2%	4	12	0.8	1
Cc1cc(Cl)ccc1OCC(=O)N1CCCCC1	-8%	-6	x	-8	0.8%	-2	5	1.2	2
COc1ccccc1Oc1cc(-n2nc(C)cc2C)ncn1	-3%	-11	13	-11	1.5%	1	2	0.0	4
CCOC(=O)c1c(N)sc(C(=O)Nc2ccccc2)c1C	-6%	1	-8	-18	-1.8%	-3	0	-0.7	0
COc1ccccc1NC(=O)CN1C(=O)NC(CC(C)C)C1=O (stereo unspecified)	u	1	11	-14	0.7%	-1	8	0.4	4
Cc1ccc(C(=O)C2CCN(C(=O)c3ccc(C)cc3)CC2)cc1	-11%	6	12	-20	0.0%	-4	-22	-1.3	4
Cc1ccnc(SCc2cc(=O)c(OC(=O)c3ccco3)co2)n1	4%	2	13	1	0.3%	-9	-3	0.6	1
CCS(=O)(=O)Nc1ccc(C(=O)CC2(O)C(=O)Nc3ccccc32)cc1 (stereo unspecified)	3%	6	-3	-7	0.2%	1	-2	1.6	2
CCN1CCN(C(=O)c2cc3c(-c4ccc(Cl)cc4)nn(C)c3s2)CC1	u	x	-25	0	1.9%	-3	9	1.5	4
CCOC(=O)c1[nH]c2ccc(OCC)cc2c1NC(=O)CN1CCC2(CC1)OCCO2	3%	12	-12	11	7.3%	-6	-2	-0.6	1
O=C(O)/C=C/C(=O)N(Cc1ccc2c(c1)OCO2)C1CC(=O)N(CCc2ccccc2)C1=O (stereo unspecified)	-2%	7	9	11	1.1%	8	-2	0.2	4

Screening results as filed in PubChem.
